Assay outcomes (PubChem BioAssay)
WRN helicase inh – blocks human WRN helicase | Q14191 | WRN helicase unwinding, fluorescent forked duplex, kinetic | Potency, µM (doses to about 114 µM), inactives show top-dose activity change, negative = inhibition, actives largely listed as inhibitors | 360,000 compounds, 0.46% hits | AID 651768; also: potency is read from the fitted curve at half-maximal effect; % is scaled to controls: 0 for no effect and ±100 for the full control effect; nearly all actives have a fitted effect of over 55% in size
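WRN at 20 nM final preincubated with compound 15 min at room temperature; reaction started with 100 nM fluorophore/quencher forked duplex oligonucleotide and 2 mM ATP final. Unwinding followed kinetically by red fluorescence (ex 525, em 598 nm).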
PI5P4K alpha inh – blocks human PI5P4K alpha kinase activity | PI5P4Kalpha enzyme, ADP-Glo luminescence, 60 min; stronger effect = lower value | max response, % | 330,000 compounds, 1.2% hits | AID 652105; active = max response of -50% or lower; inconclusive = between -30% and -50%; inactive = -30% or higher; also: value at the top dose of about 77 µM; % is scaled to controls: 0 for no effect and ±100 for the full control effect
Target sequence (P48426 whole entry, looked up): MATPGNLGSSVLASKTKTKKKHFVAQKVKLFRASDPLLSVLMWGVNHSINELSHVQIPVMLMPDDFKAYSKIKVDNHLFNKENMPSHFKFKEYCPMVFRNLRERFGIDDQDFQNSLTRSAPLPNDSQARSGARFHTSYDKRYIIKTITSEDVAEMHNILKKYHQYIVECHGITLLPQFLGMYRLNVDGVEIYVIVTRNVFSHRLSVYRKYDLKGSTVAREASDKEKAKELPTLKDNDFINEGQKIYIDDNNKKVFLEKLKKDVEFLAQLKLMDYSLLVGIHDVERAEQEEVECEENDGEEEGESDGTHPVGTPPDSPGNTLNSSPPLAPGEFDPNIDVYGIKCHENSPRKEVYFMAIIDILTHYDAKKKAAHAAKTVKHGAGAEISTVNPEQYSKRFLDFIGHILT
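Controls without substrate or without enzyme flank wells where PI5P4Kalpha converts substrate using 5 microM ATP (final). Incubation lasts 60 minutes at room temperature; ADP formed is read by ADP-Glo luminescence.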
EPAC1 antag – antagonists of human EPAC1; 360,000 compounds, 0.14% hits; O95398; EPAC1 GEF assay, Rap1b-BODIPY-GDP exchange fluorescence; Potency, µM (series often up to 115 µM), without a hit: top-dose activity change, negative = inhibition, usual class: inhibitors;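 also: potency is read from the fitted curve at half-maximal effect; plate controls were vehicle for no effect and positive control for full effect; nearly all actives have a fitted effect of over 50% in size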
FUS yeast rescue – rescues growth of FUS-expressing yeast. 390,000 compounds, 0.24% hits. S. cerevisiae FUS-expressing, growth rescue, OD600, 24 h. AID 1347120. Potency, µM (doses to about 76.6 µM), for the others: top-dose growth rescue (activation), most hits filed as activators;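 also: potency is read from the fitted curve at half-maximal effect; plate controls were DMSO vehicle for no effect and reference control for full effect; nearly all actives have a fitted effect of over 55% in size; some results filed as inactive show a strong effect at the top dose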
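Quantitative HTS measuring growth restoration of FUS-toxic yeast. Galactose-induced cells (OD 0.005) were exposed 24hr at 30C to compounds at several concentrations, then absorbance at 600 nm was recorded.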
IL-2 act – activators of IL-2. IL-2 activation reporter assay, cell-based qHTS; stimulated with anti-CD3/CD4/CD28 beads; in transgenic mouse T cells. activation, % (series mostly up to about 46 µM). 360,000 compounds, 0.065% hits; in the data active = activation above about 50%; inconclusive = mostly about 30% to 49%; also: 0% is about no effect
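Readout: EGFP and DsRed signals by fluorescent plate cytometry. Unstimulated transgenic mouse T cells received compound 60 min before antibody-bead stimulation, then incubated 18 h at 37 degrees C.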
Abeta yeast res – restores growth of yeast expressing A-beta42 peptide; yeast expressing A-beta42, growth rescue, OD600, 48 h; response scale: 0% DMSO, 100% iron-clioquinol control; Potency, µM (series often up to 46.1 µM), inactives show at the top dose growth rescue, hits mostly activators; 410,000 compounds, 0.063% hits; AID 1347071; also: potency is read from the fitted curve at half-maximal effect; nearly all actives have a fitted effect of over 55% in size
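Yeast A-beta toxicity model in growth medium with pinned compounds, 48 h at 30 C; growth read as absorbance at 600 nm. Normalized to FeCl3/clioquinol equimolar mix (positive) and DMSO (negative).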
PLK1 PBD block – PLK1 (human) polo-box domain binding inhibition; P53350; Plk1 PBD binding of FITC phosphopeptide, fluorescence polarization; Potency, µM, inactives show max response, negative = inhibition, usual class: inhibitors; 360,000 compounds, 2.8% hits; also: potency is read from the fitted curve at half-maximal effect; series mostly up to about 57 µM; % is scaled to controls: 0 for no effect and ±100 for the full control effect; nearly all actives have a fitted effect of over 65% in size
Target sequence (P53350 whole entry, looked up, the tested form may be a part): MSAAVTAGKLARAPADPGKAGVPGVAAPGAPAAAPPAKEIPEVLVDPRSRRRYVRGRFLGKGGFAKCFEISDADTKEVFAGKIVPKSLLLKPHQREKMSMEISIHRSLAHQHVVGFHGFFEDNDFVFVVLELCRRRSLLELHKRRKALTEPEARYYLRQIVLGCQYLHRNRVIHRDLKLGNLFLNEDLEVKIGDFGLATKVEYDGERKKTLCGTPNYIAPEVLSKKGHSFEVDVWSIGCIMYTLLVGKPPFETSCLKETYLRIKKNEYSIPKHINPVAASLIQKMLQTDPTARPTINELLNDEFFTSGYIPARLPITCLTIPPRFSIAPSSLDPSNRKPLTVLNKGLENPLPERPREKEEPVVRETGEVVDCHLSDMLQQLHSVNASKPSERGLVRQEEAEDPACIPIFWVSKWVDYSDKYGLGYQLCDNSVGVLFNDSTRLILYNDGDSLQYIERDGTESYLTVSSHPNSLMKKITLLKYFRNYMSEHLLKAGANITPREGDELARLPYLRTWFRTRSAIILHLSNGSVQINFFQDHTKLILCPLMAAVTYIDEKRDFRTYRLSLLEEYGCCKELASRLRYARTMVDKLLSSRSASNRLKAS
EPAC1 ag – activates human EPAC1 exchange factor. O95398. EPAC1 agonist qHTS, biochemical assay; response scale: 100% = response to 6.5 mM cAMP. Potency, µM (doses to about 154 µM), without a hit: at the top dose activation, hits mostly activators. 360,000 compounds, 0.073% hits. AID 720707; also: potency is read from the fitted curve at half-maximal effect; nearly all actives have a fitted effect of over 60% in size
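Multi-concentration qHTS readout: loss of Rap1B-bound BODIPY-GDP fluorescence driven by 100 nM EPAC1 with excess GDP (50 uM), monitored kinetically at room temperature; agonist response expressed relative to 6.5 mM cAMP.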
* hit, by the source's call; ? = inconclusive; / = not tested or not shown; [ ] = dose if it differs, or a comment. Unless noted, calls follow the shape of the dose curve; as a rule, active = well fitted curve in the direction sought with a large enough effect; inconclusive = small, poorly fitted or top-dose-only effect, or another doubt; inactive = no such curve, though single readings can be large; an effect the other way counts as inactive or inconclusive.

entry | Compound | Abeta yeast res | PI5P4K alpha inh | FUS yeast rescue | WRN helicase inh | IL-2 act | EPAC1 antag | PLK1 PBD block | EPAC1 ag
1 | O=C(O)C1C2CCC(CC2)C1C(=O)N1CCN(Cc2ccc(F)cc2)CC1 (stereo not given) | 21% | -2 | -23% | -6% | -0.5 | 0% | -6% | 8%
2 | CCc1ccc2oc(C(=O)Nc3cccnc3)c(C)c2c1 | 4% | -6 | -14% | -6% | 1.1 | -8% | -12% | 4%
3 | Cc1cccc(C)c1OCc1nnc(SCC(=O)Nc2nccs2)o1 | 22% | 0 | -9% | -6% | -2.6 | 7% | -1% | 13%
4 | Cc1nc(C(=O)NCC(=O)c2ccccc2)c(C(F)(F)F)o1 | 1% | 3 | 13% | -1% | 0.1 | 27% | -5% | 7%
5 | CC1CCCC(NC(=O)CCCn2c(=O)[nH]c3cc(Cl)ccc3c2=O)C1C (stereo not given) | 11% | 0 | 9% | -2% | 0.2 | 8% | -7% | -3%
6 | C(=C\c1ccccc1)/C=N/Nc1nc(N2CCCCC2)nc(N2CCCCC2)n1 | -1% | -1 | -6% | 12% | 1.0 | -1% | 0% | 4%
7 | O=S1(=O)N[C@@H](CC2=CCCCC2)C2CCCCC2O1 (stereo not given in full) | -6% | -7 | -9% | -1% | -0.3 | -6% | -14% | -10%
8 | Cc1noc(NS(=O)(=O)c2ccc(NC(=O)C34CC5CC(C3)CC(n3cnc(Cl)n3)(C5)C4)cc2)c1C | 12% | 4 | / | -14% | -0.6 | 6% | -6% | -5%
9 | CCN(CC)C(=O)C1CCCN(C(=O)c2cc(COc3cccc(OC)c3)on2)C1 (stereo not given) | -13% | 0 | / | -30% | -5.5 | -18% | -8% | 2%
10 | CCOc1ccc(/C=C/C(=O)N(CC)CC(=O)Nc2ccc3c(c2)OCCO3)cc1OC | 2% | 6 | 16% | -5% | 2.5 | -10% | -5% | -2%
11 | CC1CC(C)CN(C(=O)c2ccc3c(c2NCCO)C(=O)c2ccccc2C3=O)C1 (stereo not given) | -28% | -6 | 22% | -14% | -1.1 | -12% | -21% | -7%
12 | COCCN(C(=O)COC(=O)CCc1ccc(OC)cc1)c1c(N)n(Cc2ccccc2)c(=O)[nH]c1=O | 6% | -4 | 18% | 7% | -3.3 | 3% | 0% | -15%
13 | COc1ccc(CCNC(=O)c2ccc(Cl)c(S(=O)(=O)N(C)c3ccccc3)c2)cc1 | -6% | -1 | 12% | -1% | -4.3 | -15% | 6% | 3%
14 | O=C(NC(=S)Nc1ccccc1[N+](=O)[O-])c1ccccc1Cl | 11% | 8 | -4% | -8% | 1.7 | -9% | -3% | 14%
15 | CCN1CCCC1CNC(=O)c1cc2c(-c3ccc(Cl)cc3)nn(C)c2s1 (stereo not given) | 6% | -2 | -5% | 37%[activator] | 0.8 | -15% | -4% | -13%
16 | O=c1c2ccccc2nc(/C=C/c2cccc(Br)c2)n1CCCO | -28% | 20 | 42% | -2% | -0.8 | ? | -9% | 11%
17 | Cc1nc(SCC(=O)NC2CCS(=O)(=O)C2)c2c(C)c(C)sc2n1 (stereo not given) | -2% | -3 | -9% | 5% | -0.1 | 11% | -4% | 1%
18 | O=C(O)c1ccc(/C=N/Nc2cccc(C(F)(F)F)c2)cc1 | -51%[inhibitor] | 9 | 3% | -11% | 0.2 | 0% | ? | -12%
19 | Cc1cc(CNC(=O)c2ccc(C)c([N+](=O)[O-])c2)c2ccccc2n1 | 1% | -9 | 5% | -13% | 0.3 | -9% | -11% | 0%
20 | Cc1ccc(S(=O)(=O)N2CCC(N3CCN(C)CC3)CC2)cc1Cl | -6% | 2 | 19% | 11% | 0.5 | 21% | -9% | 5%
21 | C=CCN1C(=O)N/C(=C/c2ccccc2OCC(=O)Nc2ccc(F)cc2)C1=O | -12% | -11 | 16% | -6% | 0.0 | -18% | -19% | 0%
22 | Cn1c(-c2ccc(Cl)cc2)cnc1N | 2% | -1 | -7% | 4% | -0.8 | 6% | -11% | 8%
23 | C/C(=N\N1CCN(c2ccccc2)CC1)c1ccc(O)cc1 | 6% | 5 | -16% | 0% | -3.6 | 0% | -3% | 2%
24 | COc1ccc(CC(=O)NNC(=O)CCC(=O)Nc2cc(C)ccc2C)cc1 | 2% | 2 | 20% | 9% | 0.6 | -15% | ? | 0%
25 | O=C(CCN1C(=O)C2C3C=CC(C3)C2C1=O)N1CCN(c2ccccn2)CC1 (stereo not given) | -22% | / | 27% | -9% | -0.9 | -6% | -7% | 5%
26 | COc1ccc(/C=N/NC(=O)Cn2c(Cc3ccc(OC)c(OC)c3)nc3ccccc32)cc1OC | -19% | -1 | / | -6% | 3.0 | -5% | 8% | 0%
27 | O=C(COC(=O)CNC(=O)c1ccc(Cl)cc1)Nc1ccc(Cl)cc1C(F)(F)F | 7% | 12 | 2% | 9% | 0.3 | -17% | -2% | -8%
28 | Cc1ccc(-c2nc3ccccc3nc2NN)cc1 | -18% | -20 | 15% | -7% | 0.2 | 2% | -24% | -21%
29 | CC(=O)c1cccc(NC(=O)N2CCCc3ccccc32)c1 | 25% | / | 25% | -8% | -2.1 | -3% | -2% | 6%
30 | O=[N+]([O-])c1ccccc1OCCN1CCOCC1 | 9% | -3 | 3% | 9% | -0.5 | -7% | -3% | 3%

Next part:
entry | Compound | Abeta yeast res | PI5P4K alpha inh | FUS yeast rescue | WRN helicase inh | IL-2 act | EPAC1 antag | PLK1 PBD block | EPAC1 ag
31 | CCOC(=O)C1=C(C)NC(=O)CC1c1cc(OC)c(OC)cc1Br (stereo not given) | 0% | 8 | 22% | -4% | -1.1 | -21% | -8% | -1%
32 | COc1cccc(C2CC(c3cccs3)=NN2S(C)(=O)=O)c1OC (stereo not given) | 10% | 6 | 2% | 3% | 1.3 | -8% | -8% | 9%
33 | CC1CCCCN1CC(=O)Nc1ccc(Oc2ccccc2)cc1 (stereo not given) | -9% | 0 | 13% | 4% | -3.1 | 2% | -12% | 13%
34 | CC(=S)/C=C1\Sc2ccccc2N1C | -30%[inhibitor] | / | 26% | -3% | -1.5 | -1% | 27µM* | 8%
35 | Cc1nn(S(=O)(=O)c2cccc([N+](=O)[O-])c2)c(C)c1S(=O)(=O)N1CCOCC1 | 12% | 5 | 17% | -1% | -1.6 | 5% | -21% | 2%
36 | CN1CCN(Cc2nc3ccccc3n2C)CC1CCO (stereo not given) | -18% | -2 | 1% | 10% | 2.3 | 2% | 3% | 7%
37 | Cc1cc(=O)[nH]c(SCC(=O)NC2CCCCCC2)n1 | 17% | -17 | -1% | -35% | 3.3 | 2% | -9% | 14%
38 | C/C=C/c1ccc(O)c(OC)c1 | -5% | 0 | -23% | 3% | -1.6 | -8% | ? | -1%
39 | Cc1nc2sc(C(=O)Nc3ccccc3Cc3ccccc3)c(C)c2c(=O)[nH]1 | 7% | -3 | -19% | 2% | 0.0 | -5% | 6% | -8%
40 | CC1=C(C#N)C(NC(=O)c2ccc(C)cc2)(C(F)(F)F)C(=O)N1 (stereo not given) | -11% | -2 | / | 0% | -0.3 | 4% | -9% | 9%
41 | CC(Oc1ccc(F)cc1)C(=O)Nc1cc(S(=O)(=O)N2CCOCC2)ccc1N1CCCCC1 (stereo not given) | 7% | 3 | 30% | -7% | 0.3 | -3% | 3% | 4%
42 | Cc1ccc(NC(=O)C2CC(O)CN2C(=O)Oc2ccccc2)c(C)c1 (stereo not given) | -3% | 0 | -15% | -5%[57.1 µM] | -0.9 | 5% | -3% | 8%
43 | OCc1ccc(N=Nc2ccccc2)cc1 | -9% | 1 | 12% | -1% | 1.3 | -13% | 4% | -4%
44 | O=C(O)C1=C[C@@H](c2ccc(C(F)(F)F)cc2)C[C@@H](OCc2ccc(CO)cc2)O1 | 0% | -1 | -1% | 0% | -0.6 | -5% | -23% | 5%
45 | CCn1c(COc2ccc(OC)cc2)nc2ccccc21 | 9% | -2 | 3% | 0% | 3.3 | ? | -13% | 0%
46 | CSc1ccc(CN(C)Cc2nc3ccccc3c(=O)[nH]2)cc1 | 4% | 3 | -19% | -6% | -0.5 | -8% | -7% | 6%
47 | CCOc1ccccc1NC(=O)Nc1c(C)n(-c2ccccc2)c(=O)n1C | -4% | / | 0% | 4% | -3.6 | 10% | -8% | 5%
48 | O=C1Cn2c(nc3ccccc32)N1c1cccc(C(F)(F)F)c1 | ? | / | 23% | -1% | -1.9 | 16% | 1% | 2%
49 | COc1ccccc1C(=O)NCC(=O)NC(C)CCc1ccccc1 (stereo not given) | 3% | -1 | / | -10% | -0.7 | 16% | 2% | -2%
50 | CCCN(CCC)CCCn1c(=O)[nH]c2ccccc21 | 9% | 1 | -10% | 8% | 0.2 | -11% | 1% | 10%
51 | CCOc1ccc2[nH]c3c(=O)n(CCC4=CCCCC4)cnc3c2c1 | -2% | 4 | 11% | -4% | 0.8 | -4% | 3% | 6%
52 | C#CCOCCOCCOCCNc1nc(N2CCOCC2)nc(N2CCN(C(=O)[C@H](CCCCN)n3cc([C@@H](N)CC(C)C)nn3)CC2)n1 | -22% | 0 | -6% | 7% | -4.7 | ? | -16% | -1%

PLK1 PBD block, hit marks shown above.
item | SMILES | PI5P4K alpha inh | WRN helicase inh | IL-2 act | EPAC1 antag | PLK1 PBD block | EPAC1 ag
34 | CC(=S)/C=C1\Sc2ccccc2N1C | / | -3% | -1.5 | -1% | 27µM* | 8%

By substructure, the entries above with two or more sulfur atoms.
entry | Compound | Abeta yeast res | PI5P4K alpha inh | FUS yeast rescue | WRN helicase inh | IL-2 act | EPAC1 antag | PLK1 PBD block | EPAC1 ag
3 | Cc1cccc(C)c1OCc1nnc(SCC(=O)Nc2nccs2)o1 | 22% | 0 | -9% | -6% | -2.6 | 7% | -1% | 13%
17 | Cc1nc(SCC(=O)NC2CCS(=O)(=O)C2)c2c(C)c(C)sc2n1 (stereo not given) | -2% | -3 | -9% | 5% | -0.1 | 11% | -4% | 1%
32 | COc1cccc(C2CC(c3cccs3)=NN2S(C)(=O)=O)c1OC (stereo not given) | 10% | 6 | 2% | 3% | 1.3 | -8% | -8% | 9%
34 | CC(=S)/C=C1\Sc2ccccc2N1C | -30%[inhibitor] | / | 26% | -3% | -1.5 | -1% | 27µM* | 8%
35 | Cc1nn(S(=O)(=O)c2cccc([N+](=O)[O-])c2)c(C)c1S(=O)(=O)N1CCOCC1 | 12% | 5 | 17% | -1% | -1.6 | 5% | -21% | 2%
